Assay outcomes as filed in PubChem BioAssay.
CTSL1 counter: blocks F. hepatica cathepsin L1 in PFM18AAP counter-screen | hit rate 0.49% among 300,000 | recombinant F. hepatica cathepsin L1, Z-Leu-Arg-MCA fluorescence | inhibition, % at 5.96 µM;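 active = inhibition above the mean of all tested compounds plus 3 SD, set per screening campaign, cut at about 17% in these data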;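 also: 0% = plate median of test compound wells and 100% = 1 µM Z-Phe-Ala-diazomethylketone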
PP1 counter: blocks human PP1-alpha phosphatase, a PP5 counter-screen; P62136; purified PP1alpha, OMFP fluorescence; inhibition, % at 6.7 µM; hit rate 0.9% among 320,000; AID 2235;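 active = inhibition above the mean inhibition of all tested compounds plus 3 SD, computed separately for each screening campaign, cut at about 15% in these data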
Target sequence (P62136 whole entry, looked up): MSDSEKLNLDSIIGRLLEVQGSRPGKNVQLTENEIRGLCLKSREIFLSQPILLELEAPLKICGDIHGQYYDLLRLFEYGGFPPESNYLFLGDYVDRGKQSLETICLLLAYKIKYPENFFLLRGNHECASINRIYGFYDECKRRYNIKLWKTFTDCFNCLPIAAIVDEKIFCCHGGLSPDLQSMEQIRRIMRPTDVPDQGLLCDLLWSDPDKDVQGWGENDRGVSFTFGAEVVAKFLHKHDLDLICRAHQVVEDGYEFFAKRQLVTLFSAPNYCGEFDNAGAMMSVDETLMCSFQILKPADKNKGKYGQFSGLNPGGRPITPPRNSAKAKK
TPT1 inhibitor: C. albicans TPT1 enzyme inhibition. AID 1962. hit rate 0.81% among 300,000. recombinant caTPT1, FP RNA substrate dephosphorylation. inhibition, % at 5 µM;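 active = inhibition above the mean of all tested compounds plus 3 SD, set per screening campaign, cut at about 24% in these data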;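 also: plate controls were DMSO alone for no effect and ferristatin control at 100 nM for full effect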
core dimer inh: HCV core protein dimerization inhibition; TR-FRET GST/Flag-core106 dimerization, 1536-well; inhibition, % at 5 µM; hit rate 0.33% among 300,000; AID 1899;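 active = inhibition above the mean of all tested compounds plus 3 SD, set per screening campaign, cut at about 45% in these data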
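test system = GST/Flag-tagged HCV core106 proteins | probe or stimulus = Eu donor and XL665 acceptor anti-tag antibodies | times = compound-protein-antibody incubation 4 h at 22.5 °C | signal = TR-FRET, excitation 340 nm, emission 617 and 671 nm | measure = percent inhibition of core106 dimerization signal | controls = wells lacking GST-core106 and wells with excess unlabelled core106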
PP5 inh: blocks human protein phosphatase 5 activity. inhibition, % at 6.7 µM. P53041. purified PP5c, OMFP substrate fluorescence. hit rate 0.18% among 320,000;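 active = inhibition above the campaign's mean inhibition across all tested compounds plus 3 SD, cut at about 9.5% in these data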;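 also: 0% = DMSO only and 100% = 100 µM cantharidin control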
JMJD2C inh: blocks human GASC-1 demethylase activity; Q9H3R0; GST-JMJD2C(1-420) H3K9me3 demethylation, DELFIA europium; inhibition, % at 2.35 µM; hit rate 0.069% among 330,000;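 active = more than half of a compound's replicate wells show inhibition beyond 50%, single wells judged on their own value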;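 also: signal counts dimethyl H3K9 product captured on neutravidin plate; 0% = median of DMSO wells and 100% = 0.3 times that DMSO median; strong numbers were not always called active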
CR mimetic SO: yeast age-related superoxide inhibition as caloric restriction mimetic; AID 2690; hit rate 0.18% among 330,000; S. cerevisiae aged cells, superoxide DHE fluorescence; stronger effect = lower value; superoxide response (% of plate mean), % at 10 µM;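 active = superoxide response under a set limit, about three screen SD below normal, cut at about 65% in these data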;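 also: yeast aged for seven days with compound at 30 °C before DHE staining; 100% = average MFI of all compound-treated wells on the plate with controls excluded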
ZTA DNA inh: ZTA (EBV) inhibition in EBNA-1 counter-screen | P03206 | AID 2234 | inhibition, % at 11 µM | hit rate 0.15% among 320,000 | ZTA-DNA binding, fluorescence polarization; in the data active = inhibition above about 33%
Target sequence (P03206 whole entry, looked up): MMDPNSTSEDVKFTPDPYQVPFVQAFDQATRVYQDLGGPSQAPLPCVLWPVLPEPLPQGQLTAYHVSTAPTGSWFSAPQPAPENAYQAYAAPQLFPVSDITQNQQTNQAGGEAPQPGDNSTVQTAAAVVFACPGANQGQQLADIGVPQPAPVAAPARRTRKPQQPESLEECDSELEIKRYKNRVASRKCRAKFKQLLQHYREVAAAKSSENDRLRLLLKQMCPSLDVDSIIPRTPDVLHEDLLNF
EBNA-1 inh: blocks EBNA-1 binding to DNA. AID 1950. hit rate 0.34% among 300,000. inhibition, % at 14.8 µM. EBNA-1 DNA binding, fluorescence polarization; in the data active = inhibition above about 28%
Active calls of the source: *; i = inactive; . = not tested or not shown.

Each structure is followed by: CTSL1 counter	PP1 counter	TPT1 inhibitor	core dimer inh	PP5 inh	JMJD2C inh	CR mimetic SO	ZTA DNA inh	EBNA-1 inh
N#C/C(=C\c1cn(Cc2cccc(F)c2)c2ccccc12)C(=O)NCc1ccco1
    -1	3	-2	11	2.1	-4	105	3	5
CCCC(C)C(=O)Nc1ccc(S(=O)(=O)N2CCCC2)cc1 (stereo not drawn)
    -5	2	2	-9	2.5	-6	92	-1	-8
CC1=C(C(N)=O)C(c2ccc(Cl)cc2)NC(=O)N1 (stereo not drawn)
    -6	-8	2	1	1.4	-3	99	-4	-4
Cc1ccc(S(=O)(=O)Oc2ccccc2N2C(=O)C3C4CCC(C4)C3C2=O)cc1 (stereo not drawn)
    0	-1	2	-10	-0.3	4	111	2	16
CCCCNC(=O)c1cn(-c2ccc(OCC)cc2)c(=O)c2cc(OC)c(OC)cc12
    -4	1	0	2	3.1	7	97	-19	-15
CCCc1nnc(SCC(=O)O)n1CC
    1	4	0	2	0.4	7	95	-3	14
O=C(c1cc(Cl)ccc1OCc1ccccc1)N1CCOCC1
    3	0	3	1	1.3	-19	91	12	2
Cc1nc(CN(C)C(=O)C2CCC(=O)N(CCc3cccc(F)c3)C2)cs1 (stereo not drawn)
    -3	-6	-2	-5	-1.0	-1	94	3	0
CC(=O)Oc1ccc(N2C(=O)C3C(C2=O)C2C=CC3C23CC3)cc1[N+](=O)[O-] (stereo not drawn)
    0	0	-5	-12	1.8	2	95	-20	-7
CN(C)c1ccc(C(C(=O)NC2CCCC2)N(Cc2cccnc2)C(=O)c2snc(C(N)=O)c2N)cc1 (stereo not drawn)
    -1	-1	-1	-14	-0.8	-1	116	-9	16
CC1C2CC(C/C2=N/NC(=O)c2cccs2)C1(C)C (stereo not drawn)
    -1	-4	0	5	-0.1	-6	92	5	15
CC1CN(c2ccc(S(=O)(=O)N3CCOCC3)cn2)CC(C)O1 (stereo not drawn)
    -1	-1	1	-3	1.8	5	99	17	-2
O=C1CCN(Cc2cccnc2)CCN1[C@H](CO)c1ccccc1
    -1	0	-2	-11	-0.4	-11	95	-7	0
Cc1cc(C)nc(NS(=O)(=O)c2ccc(N/C=C\C(=O)c3cccs3)cc2)n1
    4	2	6	0	2.0	42	93	6	-12
Cc1ccccc1C(=O)Nc1ccc(Br)cn1
    -1	-4	2	2	1.7	-13	131	-8	-11
CSc1ccc(S(=O)(=O)NCC(=O)OCC(=O)NCC2CCCO2)cc1[N+](=O)[O-] (stereo not drawn)
    -24	-5	1	-1	-4.4	0	87	14	3
COc1ccc(N(CC(=O)NCc2ccco2)S(=O)(=O)c2ccccc2)cc1
    -1	0	-3	-2	2.8	-20	101	-31	-12
CCn1c(COc2ccccc2)nnc1SCC(=O)CC(=O)Nc1ccccc1OC
    7	2	4	2	2.4	0	100	1	1
CCc1cccc(C)c1NS(=O)(=O)c1c(C)nc2sccn2c1=O
    -2	0	-1	0	-2.1	-6	96	3	4
Cc1[nH]c2ccccc2c1/C=C/c1nc2ccccc2c(=O)[nH]1
    7	4	12	-13	2.3	-3	99	2	-12
COc1ccc(C(=O)NCCCCCC(=O)O)cc1OC
    -3	-3	-5	-6	0.6	-35	107	-11	-4
O=C(CC1C(=O)NCCN1C(=O)Nc1ccc(F)cc1)Nc1cc(Cl)ccc1Cl (stereo not drawn)
    0	0	-2	-1	-1.7	-8	120	-6	-3
Cc1ccc(C(=O)N2CCN(c3ccccn3)CC2)cc1Cl
    -6	-1	8	4	1.1	2	103	4	-12
O=C(O)COn1c(-c2ccc(Cl)cc2)nc2ccc(Cl)cc21
    -2	-2	1	-12	2.5	-1	99	-3	1
COc1ccc(/C=N/NC(=O)c2nc(-c3ccccc3)n(-c3ccccc3)n2)c(O)c1
    -1	16*	-2	15	0.0	-21	95	4	5
CN1CCN(S(=O)(=O)c2cccc(C(=O)Nc3cc(C(F)(F)F)ccc3N3CCCC3)c2)CC1
    0	-5	1	-2	0.8	-8	102	5	-4
COc1ccccc1-c1n[nH]c(=S)n1Cc1ccccc1
    -1	0	-5	1	1.4	-19	99	9	6
Cc1ccc(C(=O)Nc2ncc(Cc3ccc(SC(F)F)cc3)s2)cc1
    0	11	2	2	3.8	8	93	3	3
O=C(OCCN1CCCCC1)c1ccc(O)cc1
    5	1	1	0	1.1	-3	91	-2	-15
COc1c(O)ccc(/C=N\NC(=O)c2ccc3c(c2)OCO3)c1[N+](=O)[O-]
    1	0	-4	-13	-1.6	3	89	2	-4
COc1ccc(-c2csc(-c3ccc(O)cc3)n2)cc1
    7	-2	0	16	2.2	-14	91	12	-8
CC1CCN(C(=O)CNC(=O)CNC(=O)Cc2ccccc2)CC1
    -1	-4	-4	-1	1.2	-2	103	3	6
CCOC(=O)N1CCN(C(=O)c2ccc3c(=O)n4c(nc3c2)CCCCC4)CC1
    -1	-2	3	0	2.4	6	97	8	-3
CSCC[C@H](NS(=O)(=O)c1ccc(C)cc1)C(=O)N1CCC(C(=O)N[C@@H](Cc2ccccc2)C(=O)O)CC1
    -2	2	0	2	1.3	2	80	-2	15
COc1ccc(/C=N/N=C2/NC(=O)C(CC(=O)O)S2)cc1OCc1ccccc1Cl (stereo not drawn)
    2	1	-1	2	1.4	-10	97	1	12
CC1(C)Cc2c(ccc3ccccc23)-c2nnc(-c3cccnc3)n21
    -3	-3	-7	1	-0.3	i	99	-2	3
CCCCCCCCOC(=O)/C=C/c1c(C)[nH]c(=O)[nH]c1=O
    0	-2	0	2	0.8	-6	90	5	5
CC(C)OC(=O)CSc1nc(Cc2ccccc2)nc2ccccc12
    2	1	3	11	-0.7	8	106	12	1
CN(CCN1CCOCC1)Cc1nc(-c2ccc3c(c2)OCO3)no1
    2	-3	-1	-3	-1.8	-5	103	10	-9
C/C(CC(=O)Nc1cccc(Cl)c1C)=N\NC(=O)C(=O)NCC(C)C
    1	2	1	-1	0.4	-6	109	-9	-1
C=CCn1c(SCCC)nc(O)cc1=O
    -3	5	-5	-1	0.8	6	92	-5	-5
CC1(c2ccc3ccccc3c2)NC(=O)N(CC(=O)N2CCN(Cc3ccccc3)CC2)C1=O (stereo not drawn)
    .	0	.	.	0.6	2	114	-5	.
CC(O)Cn1c(N2CCCC2)nc2c1c(=O)n(C)c(=O)n2C (stereo not drawn)
    -1	0	2	2	0.2	1	97	13	-1
CSc1nnc(-c2ccc(C(F)(F)F)nc2C)o1
    -2	-1	-5	1	-1.8	5	99	6	3
Cn1c(CNc2ccc(F)cc2)nnc1SCC(=O)NNC(=O)Cc1ccccc1
    -4	-2	3	0	1.4	-15	96	-1	-5
Nc1nc(CN2CCN(Cc3ccccc3)CC2)nc(Nc2ccccc2)n1
    -1	-6	-2	-4	1.7	103	119	-12	-7
Clc1ccc(-c2csc3ncnc(N4CCc5ccccc5C4)c23)cc1
    -1	-1	0	0	-1.7	15	110	-13	-7
O=S(=O)(Nc1ncccc1O)c1ccc(Cl)cc1
    6	0	-3	-1	2.6	-13	96	-8	-1
COC(=O)c1ccccc1S(=O)(=O)N1CCC(c2nc3ccccc3o2)CC1
    -7	-2	3	3	-2.2	-5	87	-1	5

14 entries from above, sorted by length of the SMILES, smallest number first:
Each structure is followed by: CTSL1 counter	PP1 counter	TPT1 inhibitor	core dimer inh	PP5 inh	JMJD2C inh	CR mimetic SO	ZTA DNA inh	EBNA-1 inh
C=CCn1c(SCCC)nc(O)cc1=O
    -3	5	-5	-1	0.8	6	92	-5	-5
CSc1nnc(-c2ccc(C(F)(F)F)nc2C)o1
    -2	-1	-5	1	-1.8	5	99	6	3
COc1ccc(-c2csc(-c3ccc(O)cc3)n2)cc1
    7	-2	0	16	2.2	-14	91	12	-8
CC(C)OC(=O)CSc1nc(Cc2ccccc2)nc2ccccc12
    2	1	3	11	-0.7	8	106	12	1
CC1CCN(C(=O)CNC(=O)CNC(=O)Cc2ccccc2)CC1
    -1	-4	-4	-1	1.2	-2	103	3	6
CN(CCN1CCOCC1)Cc1nc(-c2ccc3c(c2)OCO3)no1
    2	-3	-1	-3	-1.8	-5	103	10	-9
Clc1ccc(-c2csc3ncnc(N4CCc5ccccc5C4)c23)cc1
    -1	-1	0	0	-1.7	15	110	-13	-7
CC1(C)Cc2c(ccc3ccccc23)-c2nnc(-c3cccnc3)n21
    -3	-3	-7	1	-0.3	i	99	-2	3
Cn1c(CNc2ccc(F)cc2)nnc1SCC(=O)NNC(=O)Cc1ccccc1
    -4	-2	3	0	1.4	-15	96	-1	-5
COC(=O)c1ccccc1S(=O)(=O)N1CCC(c2nc3ccccc3o2)CC1
    -7	-2	3	3	-2.2	-5	87	-1	5
CCOC(=O)N1CCN(C(=O)c2ccc3c(=O)n4c(nc3c2)CCCCC4)CC1
    -1	-2	3	0	2.4	6	97	8	-3
COc1ccc(/C=N/N=C2/NC(=O)C(CC(=O)O)S2)cc1OCc1ccccc1Cl (stereo not drawn)
    2	1	-1	2	1.4	-10	97	1	12
CC1(c2ccc3ccccc3c2)NC(=O)N(CC(=O)N2CCN(Cc3ccccc3)CC2)C1=O (stereo not drawn)
    .	0	.	.	0.6	2	114	-5	.
CSCC[C@H](NS(=O)(=O)c1ccc(C)cc1)C(=O)N1CCC(C(=O)N[C@@H](Cc2ccccc2)C(=O)O)CC1
    -2	2	0	2	1.3	2	80	-2	15
